FN deposition inh: fibronectin deposition inhibition; AH1F fibroblasts, Alexa488-fibronectin deposition fluorescence, overnight; inhibition, % at 12.6 µM; 350,000 compounds, 0.086% hits;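 active = mean inhibition across replicates of 30% or more, regardless of how many single replicates reach that level; inconclusive = mean under 30% yet at least half of replicates reach 30%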;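 also: positive control wells lacked labelled fibronectin entirely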
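Measured by – fluorescence 485/525 nm · System – AH1F fibroblast monolayer, labelled fibronectin deposition · Amount – 10000 cells per well · Buffer or medium – serum-reduced DMEM (2% serum) · Doses – single dose, pinned · Also added – fluorescent fibronectin at 24 nM final · Schedule – 1 h cell attachment, overnight exposure to compound and label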
LGR2 inh: Drosophila LGR2 receptor signaling inhibition; inhibition, % at 9.99 µM; HEK293 LGR2, CRE-luciferase, bursicon-stimulated, 4 h; 380,000 compounds, 0.35% hits;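 active = drop in luminescence signal, shown as inhibition above about 50% in the replicate tests, limit read from the data, passing the limit was not always enough; inconclusive = probably only some replicates passing the limit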;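 also: agonist challenge used bursicon conditioned medium at about half maximal strength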
C2C12 statin: suppression of simvastatin myotoxicity; C2C12 myotubes + simvastatin, ATP luminescence, 48 h; scaled: DMSO 0, geranylgeraniol control 100; rescue of ATP level, % at 7.49 µM; 330,000 compounds, 0.78% hits; AID 602340;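 active = mean ATP rescue above about 67%, or every replicate alone reaching that limit, limit read from the data, passing the limit was not always enough; inconclusive = no clear call, values can overlap the other calls; inactive = mean under the limit and some replicate under it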;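 also: myotubes were challenged with 10 µM simvastatin during compound exposure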
SIRT5 block: blocks human SIRT5 desuccinylation of peptide. Q9NXA8. Purified SirT5, succinyl-peptide AMC, trypsin-coupled fluorescence. inhibition, % at 15 µM. 330,000 compounds, 1.1% hits; in the data active = inhibition above about 15%; inconclusive = no clear call, values can overlap the other calls
Target sequence (Q9NXA8 whole entry, looked up): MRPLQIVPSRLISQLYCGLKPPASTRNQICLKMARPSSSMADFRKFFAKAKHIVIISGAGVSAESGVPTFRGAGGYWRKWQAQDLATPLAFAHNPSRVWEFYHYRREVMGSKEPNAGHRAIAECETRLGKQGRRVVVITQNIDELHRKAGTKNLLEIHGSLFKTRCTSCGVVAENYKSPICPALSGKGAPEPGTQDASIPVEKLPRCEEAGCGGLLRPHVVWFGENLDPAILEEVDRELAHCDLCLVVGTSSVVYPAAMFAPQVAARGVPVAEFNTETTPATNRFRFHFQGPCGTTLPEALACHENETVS
Casp6 inh: caspase-6 (human) enzyme inhibition; P55212; purified caspase-6, Z-VEID-R110 cleavage fluorescence; inhibition, % at 12.5 µM; 350,000 compounds, 0.53% hits; AID 686996;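 active = mean inhibition across replicates at least about 35%, with every replicate also reaching that limit, limit read from the data; inconclusive = only one of the two criteria met; inactive = neither criterion met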;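 also: 0% = median of neutral control wells and 100% = no fluorescence left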
Target sequence (P55212 24-179 limits assumed): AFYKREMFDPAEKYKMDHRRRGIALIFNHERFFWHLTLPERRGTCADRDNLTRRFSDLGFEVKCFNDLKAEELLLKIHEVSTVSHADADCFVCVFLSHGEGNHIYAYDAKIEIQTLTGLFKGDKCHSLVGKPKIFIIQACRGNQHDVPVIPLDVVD
Target sequence (P55212 194-293 limits assumed): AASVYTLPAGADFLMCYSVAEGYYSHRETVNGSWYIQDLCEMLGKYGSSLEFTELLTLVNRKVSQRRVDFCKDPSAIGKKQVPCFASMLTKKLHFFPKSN
esBAF inh: SWI/SNF esBAF complex inhibition | mouse ES cells, Bmi1-luciferase knock-in reporter, 24 h; 100% = twice the neutral-well signal | reporter increase, % at 12.5 µM | 350,000 compounds, 2% hits | AID 602393; in the data active = activation above about 40%; inconclusive = no clear call, values can overlap the other calls;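 also: 0% = median of the plate's neutral control wells and 100% = double that signal; a rise in the Bmi1 reporter signal indicates esBAF inhibition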
S100A4 inh HTS: S100A4-myosin IIA interaction inhibition; P26447; S100A4/TAMRA-MyoIIA peptide fluorescence polarization; inhibition, % at 10.7 µM; 360,000 compounds, 0.14% hits; AID 652163;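 active = mean inhibition of at least 70% across replicates, with every replicate also reaching that level; inconclusive = mean inhibition reaches 70% but some replicates fall short; inactive = mean inhibition below 70%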
Target sequence (P26447 whole entry, looked up): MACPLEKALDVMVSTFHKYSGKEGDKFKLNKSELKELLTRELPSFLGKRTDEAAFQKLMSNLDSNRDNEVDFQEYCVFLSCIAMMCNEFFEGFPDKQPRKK
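Material: S100A4 monomer protein | Medium: HEPES pH 7.2 with CaCl2, KCl, NaCl, DTT, Triton | Reagent: Labelled myosin peptide probe, 5 nM | Doses: One dose per compound | Times: 5 min incubation before reading | Benchmarks: Neutral control DMSO, positive control TFP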
An asterisk follows results filed as active; u = inconclusive; x = not tested or not shown. The list is partial; rates above refer to the full screens.

Start of the data: the first 16 records as a preview:
entry	smiles	S100A4 inh HTS	Casp6 inh	SIRT5 block	LGR2 inh	C2C12 statin	esBAF inh	FN deposition inh
1	Clc1ccc(C2=NN=C3COc4ccccc4N3C2)cc1	-15	-1	-1	-8	x	x	x
2	Cc1cc(C(=O)Nc2ccc(N3CCCCC3)cc2)no1	-6	1	-2	u	1	-7	-2
3	CC(C)c1ccc(/C=N/NC(=O)C2CCCC2)cc1	-1	-1	2	-87	x	x	x
4	c1ccc2sc(Nc3nc4cc5c(cc4s3)OCO5)nc2c1	x	x	x	-40	-9	69*	-6
5	CSc1c(-c2ccccc2)nc2ccc(Cl)cc2c1C(=O)O	x	x	x	x	-2	0	14
6	C/C=C/c1ccc2c(c1)O[C@@H](CN(C)C(=O)NCCC)[C@@H](C)CN([C@H](C)CO)S2(=O)=O	-16	1	-1	-12	12	0	x
7	NC(=O)c1ccc(NC(=O)C2CCCO2)cc1 (stereo not drawn)	x	x	x	x	4	-2	-1
8	CC(C)C(CO)N1CCN(Cc2ccccc2)CCC1=O (stereo not drawn)	1	0	x	2	4	0	9
9	COc1cc(C(=O)C(=O)N2CCN(c3ccc(C)cc3)CC2)cc2ccccc12	-3	1	-4	0	x	x	0
10	O=C1NC[C@H](Cc2ccccc2)N(C[C@@H]2CCCN2C[C@H](Cc2ccc(O)cc2)N2C[C@H](Cc3ccc(O)cc3)N(CC3CCCCC3)C(=O)C2=O)C1=O	1	8	-4	-4	x	x	-1
11	CC(C)C#Cc1ccc2c(c1)O[C@H](CN(C)C(=O)CC1CC1)[C@H](C)CN([C@@H](C)CO)S2(=O)=O	-3	0	4	-5	-20	-3	-7
12	C=C(C1=CCN(S(=O)C(C)(C)C)[C@@H]1CCO)c1ccccc1 (stereo partly drawn)	-2	-1	-9	-1	1	10	-5
13	C[C@@H]1CCCCO[C@@H](CN(C)C(=O)Nc2ccc(C(F)(F)F)cc2)[C@@H](C)CN([C@H](C)CO)C(=O)c2cc(NS(=O)(=O)c3ccc(F)cc3)ccc2O1	-14	-3	10	-2	x	x	8
14	CC=Cc1ccc2n(c1=O)C[C@H]1[C@H](CO)[C@@H](C(=O)N[C@@H](C)c3ccccc3)[C@@H]2N1CC1CC1 (mixture of isomers)	-3	-1	-5	-9	18	9	x
15	O=C(CN1CCOCC1)N(CC1CCC1)C[C@H]1N[C@H](CO)[C@@H]1c1ccccc1	2	1	1	4	x	x	7
16	O=C(C[C@@H]1C[C@H]2c3cc(NC(=O)C4CCOCC4)ccc3O[C@H]2[C@H](CO)O1)NC1CCCCC1	1	1	-1	11	-5	0	5

Main list, from the start:
entry	smiles	S100A4 inh HTS	Casp6 inh	SIRT5 block	LGR2 inh	C2C12 statin	esBAF inh	FN deposition inh
1	Clc1ccc(C2=NN=C3COc4ccccc4N3C2)cc1	-15	-1	-1	-8	x	x	x
2	Cc1cc(C(=O)Nc2ccc(N3CCCCC3)cc2)no1	-6	1	-2	u	1	-7	-2
3	CC(C)c1ccc(/C=N/NC(=O)C2CCCC2)cc1	-1	-1	2	-87	x	x	x
4	c1ccc2sc(Nc3nc4cc5c(cc4s3)OCO5)nc2c1	x	x	x	-40	-9	69*	-6
5	CSc1c(-c2ccccc2)nc2ccc(Cl)cc2c1C(=O)O	x	x	x	x	-2	0	14
6	C/C=C/c1ccc2c(c1)O[C@@H](CN(C)C(=O)NCCC)[C@@H](C)CN([C@H](C)CO)S2(=O)=O	-16	1	-1	-12	12	0	x
7	NC(=O)c1ccc(NC(=O)C2CCCO2)cc1 (stereo not drawn)	x	x	x	x	4	-2	-1
8	CC(C)C(CO)N1CCN(Cc2ccccc2)CCC1=O (stereo not drawn)	1	0	x	2	4	0	9
9	COc1cc(C(=O)C(=O)N2CCN(c3ccc(C)cc3)CC2)cc2ccccc12	-3	1	-4	0	x	x	0
10	O=C1NC[C@H](Cc2ccccc2)N(C[C@@H]2CCCN2C[C@H](Cc2ccc(O)cc2)N2C[C@H](Cc3ccc(O)cc3)N(CC3CCCCC3)C(=O)C2=O)C1=O	1	8	-4	-4	x	x	-1
11	CC(C)C#Cc1ccc2c(c1)O[C@H](CN(C)C(=O)CC1CC1)[C@H](C)CN([C@@H](C)CO)S2(=O)=O	-3	0	4	-5	-20	-3	-7
12	C=C(C1=CCN(S(=O)C(C)(C)C)[C@@H]1CCO)c1ccccc1 (stereo partly drawn)	-2	-1	-9	-1	1	10	-5
13	C[C@@H]1CCCCO[C@@H](CN(C)C(=O)Nc2ccc(C(F)(F)F)cc2)[C@@H](C)CN([C@H](C)CO)C(=O)c2cc(NS(=O)(=O)c3ccc(F)cc3)ccc2O1	-14	-3	10	-2	x	x	8
14	CC=Cc1ccc2n(c1=O)C[C@H]1[C@H](CO)[C@@H](C(=O)N[C@@H](C)c3ccccc3)[C@@H]2N1CC1CC1 (mixture of isomers)	-3	-1	-5	-9	18	9	x
15	O=C(CN1CCOCC1)N(CC1CCC1)C[C@H]1N[C@H](CO)[C@@H]1c1ccccc1	2	1	1	4	x	x	7
16	O=C(C[C@@H]1C[C@H]2c3cc(NC(=O)C4CCOCC4)ccc3O[C@H]2[C@H](CO)O1)NC1CCCCC1	1	1	-1	11	-5	0	5
17	Cc1cc(S(=O)(=O)NCCc2ccccc2)c(C)s1	x	x	x	x	12	-4	9
18	CCCCOc1ccccc1Cn1c(=O)oc2ccc(C)cc21	2	-1	-5	x	11	-4	-1
19	CCOC(=O)CC1(c2ccccc2)CCOC(C)(C)C1 (stereo not drawn)	x	x	x	x	6	-5	2
20	CCC(C)c1ccc(NC(=O)c2[nH]c(C)c(C(C)=O)c2C)cc1 (stereo not drawn)	1	2	-2	-58	-4	7	-1
21	COc1ccc(C(=O)NCCc2c[nH]c3ccc(OC)cc23)cc1	-2	1	-2	3	-4	3	6
22	COC(=O)c1ccc(Nc2nc3ccc(C)cc3n3cnnc23)cc1	1	-2	3	1	2	u	-5
23	CN(C)S(=O)(=O)c1ccc(NC(=O)COc2ncnc3sccc23)cc1	3	-4	-1	-16	10	2	x
24	COc1ccccc1NC(=O)COC(=O)c1cc2c(s1)CCC2	2	64*	-1	23	x	x	4
25	C[C@H]1Cn2cnc(C(=O)N[C@H](C)c3ccccc3)c2C(=O)N1	0	4	-3	0	-8	-1	-7
26	Cc1cc2c(cc1S(=O)(=O)N1CCN(c3ccccc3F)CC1)OCC(=O)N2	-2	-2	-2	4	8	0	x
27	O=C1CSC(=S)N1N=C1CCCCCC1	-23	7	x	14	x	x	12
28	COc1cccc(CNc2nc3nc(C)c(Cl)c(=O)n3[nH]2)c1	-1	-2	-1	6	2	-6	5
29	CC(Cc1ccccc1)NC(=S)CN1CCCC1=S (stereo not drawn)	-18	1	-8	x	7	-12	-3
30	CC(C)C[C@H]1COc2cc(N3CC[C@@H](O)C3)ccc2S(=O)(=O)N1	12	1	-6	21	x	x	1
31	NC(=O)COc1ccc(/C=N\NC(=O)CC(=O)NCCc2ccccc2)cc1	-12	0	-2	6	24	-5	-5
32	O=C(C[C@@H]1C[C@@H]2c3cc(NS(=O)(=O)c4ccc(F)cc4)ccc3O[C@@H]2[C@H](CO)O1)NCC1CC1	x	x	x	22	5	4	4
33	Cc1onc(-c2c(Cl)cccc2Cl)c1C(=O)N=C(N)N1CCOCC1	2	-4	-1	15	-12	-3	-2
34	Cc1cc(C(=O)COC(=O)c2ccc(NC(=O)CC#N)cc2)c(C)n1C1CC1	-12	4	-3	-31	4	68*	-2
35	CCOc1ccc(=O)n(-c2ccccc2)n1	-3	2	-4	-11	x	-8	x
36	C[C@@H]1CN([C@@H](C)CO)C(=O)Cc2cc(NC(=O)CCN3CCOCC3)ccc2O[C@H]1CN(C)C	8	-1	3	1	4	-5	x
37	CN(CC(=O)N1CCCCC1)S(=O)(=O)c1cccc2cccnc12	-1	4	x	-5	-8	-2	2
38	Cc1ccc(-c2csc(NC(=O)c3ccc(S(=O)(=O)N4CCc5ccccc54)cc3)n2)cc1	-4	-4	-1	2	25	10	1
39	CCc1ccc(N2CCN(S(=O)(=O)CC34CCC(CC3=O)C4(C)C)CC2)cc1 (stereo not drawn)	-4	-2	-3	12	-12	2	-2
40	Cc1ncc([N+](=O)[O-])n1CC(=O)NC1CCCC1	-3	1	2	-11	6	-4	x
41	COc1ccc(CCN=C(N)NS(=O)(=O)c2ccc(C)c(C)c2)cc1	-6	1	3	5	x	x	-9
42	CC(C)NC(=O)Nc1ccc2c(c1)C(=O)N([C@H](C)CO)C[C@@H](C)[C@H](CN(C)C(=O)c1ccncc1)OCCCC[C@@H](C)O2	10	-3	-4	-3	x	x	-4
43	Cc1cccc(C2Nc3ccccc3C(=O)N2CCc2ccccc2)n1 (stereo not drawn)	-3	-4	-2	3	-10	u	x
44	CCOc1ccc(/C(C)=N/NC(=O)c2nnn(-c3nonc3N)c2-c2cccs2)cc1	0	-2	-2	-1	-9	-6	0
45	CCCC(C(=O)O)n1c(O)c(C=C2N=c3ccccc3=N2)sc1=S (stereo not drawn)	-1	8	1	13	-1	-3	-26
46	CCOC(=O)CNC(=O)CSc1nc2cccnc2n1C1CCCCC1	x	x	x	x	5	-7	5
47	COc1ccccc1-n1cc(C(=O)NCC(=O)N2CCN(Cc3ccccc3)CC2)c2ccccc2c1=O	-6	-1	-4	2	x	x	-3
48	O=C(Nc1ccc(O)c(-c2nc3ccccc3s2)c1)C1=COCCO1	-5	4	0	-46	x	x	4
49	Cn1c(=O)c2c(nc(Oc3ccccc3Br)n2C)n(C)c1=O	-1	-4	-3	-2	11	-6	-3
50	CCOc1ccc(NS(=O)(=O)c2ccc(C(=O)NCc3ccccn3)cc2)cc1	-2	0	-8	4	2	2	8
51	Nc1c(C2CCCCC2)c(=O)on1C(=O)c1ccccc1	-6	0	-2	-7	2	3	-9
52	CC(C)c1ccc(NC(=O)Nc2nnc([C@H]3C[C@H](O)[C@@H](CO)O3)s2)cc1	-2	2	-1	-13	6	-2	-1
53	O=C(NNC1CC(=O)N(c2ccc(Br)cc2)C1=O)c1ccccn1 (stereo not drawn)	3	3	-1	-2	4	9	-8
54	C=CCn1c(NC(C)c2cc(Cl)ccc2O)nc2ccccc21 (stereo not drawn)	-6	0	-11	24	3	-2	-5
55	Brc1nnc2n1-c1ccccc1Sc1ccccc1-2	x	x	x	x	-10	11	-9
56	CN(C)c1ccc(/C=C/CNC[C@H]2O[C@@H](n3ccc(N)nc3=O)[C@H](O)[C@@H]2O)cc1	-5	-1	-5	6	9	1	4

Next part:
entry	smiles	S100A4 inh HTS	Casp6 inh	SIRT5 block	LGR2 inh	C2C12 statin	esBAF inh	FN deposition inh
57	CC(C)(C)NC(=O)C[C@H]1C[C@H](C(=O)N2CCCCC2)[C@@]2(C)c3[nH]c4ccc(Cl)cc4c3CCN2C1=O	-4	2	x	17	-3	-2	1
58	COCC(=O)N1CCCCN2[C@H](C1)[C@H](c1ccc(C#Cc3ccccc3)cc1)[C@@H]2CO	-18	-3	-1	11	21	-1	x
59	O=C(C[C@H]1CC[C@H]2[C@@H](COC[C@@H](O)CN2C(=O)c2ccccc2F)O1)NCc1ccc(Cl)c(Cl)c1	x	x	x	-1	5	0	1
60	CCN(C[C@@H]1N[C@@H](CO)[C@H]1c1ccc(-c2ccccc2)cc1)C(=O)COC	4	-1	8	12	8	-7	3
61	O=C(NCc1ccccc1)[C@H]1N[C@H]2c3cccc(=O)n3C[C@H]2[C@@H]1CO	11	-2	-2	9	8	0	x

Single records, as listed above. Screens in order: S100A4 inh HTS, Casp6 inh, SIRT5 block, LGR2 inh, C2C12 statin, esBAF inh, FN deposition inh
CC(C)(C)NC(=O)C[C@H]1C[C@H](C(=O)N2CCCCC2)[C@@]2(C)c3[nH]c4ccc(Cl)cc4c3CCN2C1=O is entered as -4, 2, x, 17, -3, -2, 1
O=C(C[C@H]1CC[C@H]2[C@@H](COC[C@@H](O)CN2C(=O)c2ccccc2F)O1)NCc1ccc(Cl)c(Cl)c1 is entered as x, x, x, -1, 5, 0, 1
